# ELG1 DNA repair = ELG1-dependent DNA repair inhibition; HEK293T ELG1-luciferase reporter, luminescence, 16 h; DNA damage induced by 5-fluorouridine; Potency, µM (doses to about 46.1 µM), inactives show at the top dose activity change, negative = inhibition, usual class: inhibitors; hit rate 2.3% among 330,000; AID 504467; note: potency is the fitted concentration of half-maximal effect; % is set by controls: 0 for no effect and ±100 for the full control effect; nearly all actives have a fitted effect of over 55% in size
#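 Step one: seed 2,000 cells per well. Step two: pin-transfer compound or DMSO alongside 5-fluorouridine. Step three: incubate 16 hr, 37 °C, 5% CO2. Step four: add ONE-Glo, wait 30 min, read luminescence.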
# TSG101-PTAP inh = blocks PTAP/TSG101 interaction to inhibit HIV-1 budding; AID 493005; Fluorescence polarization, FITC-PTAP peptide / Tsg101 binding; 340,000 tested, under 10 active; Potency, µM (highest dose often 115 µM), inactives show at the highest dose activity change, negative = inhibition, most hits filed as inhibitors; Q99816; active = well fitted inhibition curve with a large enough effect in the main read-out, with a control signal flat, not every such curve was filed as active; inconclusive = small, poorly fitted or top-dose-only effect, or effect the other way, or a change in a side signal; inactive = no such curve, though single readings can be large or run the other way; note: potency is the fitted concentration of half-maximal effect; % of control where 0% means no effect
# Target sequence (Q99816 whole entry, looked up): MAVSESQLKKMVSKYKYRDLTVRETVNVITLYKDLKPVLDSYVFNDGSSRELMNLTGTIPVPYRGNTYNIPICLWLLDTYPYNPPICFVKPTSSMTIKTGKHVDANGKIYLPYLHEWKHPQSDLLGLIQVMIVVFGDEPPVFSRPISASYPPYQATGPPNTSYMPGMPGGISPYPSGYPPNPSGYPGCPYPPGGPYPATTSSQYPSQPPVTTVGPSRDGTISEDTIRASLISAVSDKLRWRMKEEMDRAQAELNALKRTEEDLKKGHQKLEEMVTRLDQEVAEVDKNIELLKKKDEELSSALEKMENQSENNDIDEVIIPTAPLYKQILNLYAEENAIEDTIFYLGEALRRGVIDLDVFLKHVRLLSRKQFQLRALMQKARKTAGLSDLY
#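 Tsg101 binding domain (10 uM final) was mixed with compound and a FITC-labeled PTAP peptide (50 nM final) in HEPES pH 7.5 buffer with NaCl, Tween 20, EDTA and TCEP; fluorescence polarization was read after 20 min at r.t.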
# TSHR antagonist = human thyrotropin receptor antagonism; TSHR-expressing cells, TSH-stimulated cAMP HTRF, 2 h; active compounds read low; hit rate 0.2% among 330,000; activity change, negative = inhibition, % at 11.5 µM;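 active = activity change below a set negative limit, meaning inhibition stronger than a set level, cut at about -70% in these data; inconclusive = activity change between two set negative limits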; note: % is set by controls: 0 for no effect and ±100 for the full control effect
#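 Cell-based HTRF cAMP assay; TSHR cells + compound, TSH EC80 (4nM final), 2 h, 37 deg C. Lysis with anti-cAMP cryptate and cAMP-d2, 30 min RT, read 665/620 nm.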
# AT treatment = candidate therapy for ataxia-telangiectasia; […] A-T fibroblasts, KAP-1 phosphorylation AlphaLISA; neocarzinostatin DNA damage 30 min before lysis; Potency, µM (top dose mostly 57.5 µM), without a hit: at the highest dose activation, usual class: activators; hit rate 0.19% among 320,000; note: potency is the fitted concentration of half-maximal effect; % of control where 0% means no effect; nearly all actives have a fitted effect of over 45% in size
#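 hTERT-immortalized A-T patient fibroblasts ([…]), 500 cells/well in OPTI-MEM, 1% FBS, got compounds for 60 min, then NCS for 30 min at 37C. Lysates were then assayed for phospho-KAP-1 by AlphaLISA (anti-pKAP1 donor, anti-KAP1 acceptor beads), 6 hr at 25C.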
# Eya2 phos inh = Eya2 (human) phosphatase inhibition; O00167; recombinant Eya2, OMFP fluorescence dephosphorylation (OMFP is methylfluorescein phosphate); Potency, µM (series often up to 76.9 µM), inactives show at the top dose activity, negative = inhibition, actives largely listed as inhibitors; hit rate 0.006% among 330,000; AID 488837; note: potency is the fitted concentration of half-maximal effect; % is set by controls: 0 for no effect and ±100 for the full control effect
# Target sequence (O00167 whole entry, looked up): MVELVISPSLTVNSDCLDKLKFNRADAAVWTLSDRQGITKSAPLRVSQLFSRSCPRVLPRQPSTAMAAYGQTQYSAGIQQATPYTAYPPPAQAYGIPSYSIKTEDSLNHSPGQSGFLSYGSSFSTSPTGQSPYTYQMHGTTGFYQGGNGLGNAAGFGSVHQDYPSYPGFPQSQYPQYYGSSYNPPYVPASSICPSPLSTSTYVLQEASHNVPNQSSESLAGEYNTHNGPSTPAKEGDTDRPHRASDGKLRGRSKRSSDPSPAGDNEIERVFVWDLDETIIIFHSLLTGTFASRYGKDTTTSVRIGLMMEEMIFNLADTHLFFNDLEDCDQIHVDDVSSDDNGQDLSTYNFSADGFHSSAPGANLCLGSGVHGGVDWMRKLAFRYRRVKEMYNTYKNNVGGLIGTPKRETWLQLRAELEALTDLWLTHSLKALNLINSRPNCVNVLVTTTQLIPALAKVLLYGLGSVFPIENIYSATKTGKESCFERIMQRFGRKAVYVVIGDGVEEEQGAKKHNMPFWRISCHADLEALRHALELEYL
#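 Eya2 protein (added as 0.2 uM solution) was preincubated with compound for 10 min at ambient temperature in 50 mM HEPES pH 7.5, 50 mM NaCl, 5 uM MgCl2, 0.05% BSA, 1 mM DTT. OMFP (added at 50 uM) then reacted 10 min; fluorescence read at 485/525 nm.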
# Chronic BCR inh = chronic active BCR signaling inhibition; ABC-DLBCL IkBa-CBG/CBR reporter, luminescence ratio, 4 h; Potency, µM (titrated, usually from 46.1 µM), without a hit: at the highest dose ratio change, negative = lower green/red ratio, usual class: inhibitors; hit rate 0.05% among 340,000; active = well fitted inhibition curve with a large enough effect in the signal ratio, with a control signal flat, not every such curve was filed as active; inconclusive = small, poorly fitted or top-dose-only effect, or effect the other way, or a change in a side signal; the % refers to the signal ratio;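 note: potency is the fitted concentration of half-maximal effect; plate controls were basal doxycycline-induced cells for no effect and cells given 10 µM MG132 for full effect; MG132 reads +100%, hits lower the ratio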
#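 Compounds up to 46 uM were incubated four hours with TMD8 cells whose green CBG68 luciferase is fused to IkappaBalpha; red CBR luminescence normalised the signal, and concentration-effect curves were fitted to fusion, red and ratio data.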
# Mito fusion yeast = blocks mitochondrial division or promotes mitochondrial fusion | hit rate 0.23% among 320,000 | Potency, µM (titrated, usually from 46.1 µM), for the others: top-dose growth rescue (activation), hits mostly activators | S. cerevisiae fusion-defective mutant growth rescue, CellTiterGlo 48 h;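 note: potency is the fitted concentration of half-maximal effect; % of control where 0% means no effect; nearly all actives have a fitted effect of over 45% in size; temperature-sensitive fusion mutants such as fzo1-1 at 37 °C on non-fermentable ethanol glycerol medium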
#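 Luminescent cell viability in 1536-well qHTS format served as the measure of rescued growth in ts fusion-mutant S. cerevisiae cultured on non-fermentable YPEG for 48 hours at 37C.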
# TCR act = activates T cell receptor signaling. primary human leukocytes, anti-CD3, IL-2 HTRF, 48 h. Potency, µM (series often up to 9.22 µM), without a hit: top-dose activation of IL-2 secretion, usual class: activators. 330,000 tested, under 10 active. AID 504894; note: % of control where 0% means no effect
#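 IL-2 produced over 48 hr by a-CD3 bead-stimulated primary human leukocytes exposed to compounds was detected with a homogeneous time-resolved FRET immunoassay, 665nm acceptor signal after 320nm excitation.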
# Tb PFK inh = inhibitors of T. brucei phosphofructokinase. AID 485367. Potency, µM (highest dose often 57.5 µM), without a hit: at the top dose activity, negative = inhibition, usual class: inhibitors. T. brucei PFK, ADP-Glo luminescence. hit rate 0.17% among 330,000;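 note: potency is the fitted concentration of half-maximal effect; 0% = uninhibited 1x PFK enzyme wells and -100% = no-enzyme wells; nearly all actives have a fitted effect of over 60% in size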
#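 PFK 1.25 nM, F6P 0.5 mM, ATP 0.1 mM, 0.1 M TEA pH 8.0, 5 mM MgCl2, 0.01% Tween20, 0.1% BSA; 45 min RT. ADP-Glo readout. qHTS titration up to 57 uM; curves fitted, compounds curve-classed.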
# S-ASM inh = human S-ASM enzyme inhibition | AID 504937 | hit rate 0.006% among 340,000 | P17405 | placental ASM, HMU-PC fluorogenic substrate, 60 min | Potency, µM (titrated, usually from 57.5 µM), without a hit: top-dose activity change, negative = inhibition, actives largely listed as inhibitors; note: potency is the fitted concentration of half-maximal effect
#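 Human placenta-derived ASM enzyme was preincubated with compound for 10 minutes at room temperature, then given fluorogenic substrate HMU-PC0 (9 uM final) for 60 minutes at 37 °C; a pH 10 stop preceded fluorescence reading at Ex 386/Em 447 nm.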
# Integrin act MD = activators of alpha7 integrin expression for muscular dystrophy; alpha7betagal myoblasts, beta-gal FDG fluorescence, 48 h; Potency, µM (titrated, usually from 38.3 µM), without a hit: top-dose activation, usual class: activators; hit rate 0.064% among 350,000; AID 624291;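 note: potency is the fitted concentration of half-maximal effect; 100% = response of the positive control SU9516; nearly all actives have a fitted effect of over 60% in size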
#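 Alpha7betagal+/- myoblasts (passage 13) were plated 16-24 hr, then exposed to compounds (1:260 dilution of DMSO stock) for 48 hours at 37C. After MPER lysis, β-galactosidase reporter activity was read as FDG fluorescence (ex 480/em 540) after 30 minutes.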
# Active calls of the source: *; ? = inconclusive; · = not tested or not shown; [ ] = another dose, or the depositor's remark. Unless noted, calls come from the whole dose curve; as a rule, active = well fitted curve in the direction sought with a large enough effect; inconclusive = small, poorly fitted or top-dose-only effect, or another doubt; inactive = no such curve, though single readings can be large; an effect the other way counts as inactive or inconclusive.
SMILES,ELG1 DNA repair,TSG101-PTAP inh,TSHR antagonist,AT treatment,Eya2 phos inh,Chronic BCR inh,Mito fusion yeast,TCR act,Tb PFK inh,S-ASM inh,Integrin act MD
CCN1CCCC(OC(=O)c2cc(-c3ccc(C)cc3)nc3ccccc23)C1 (centres undefined),-5%,0%,0,14%,1%,-1%,-17%,1%,-4%,13%,-39%
CCn1cc(C(=O)NC(=S)Nc2cccc(O)c2)cn1,0%,-4%,4,-3%,-16%,10%,1%,-4%,-3%,3%,-2%
CC(C)(C)OC(=O)NCCCCCNC(=O)c1nc[nH]c1C(=O)NCc1ccccc1,?,·,-7,1%,0%,-9%,-7%,-2%,7%,-1%,-1%
CC1CCN(S(=O)(=O)c2cccc(C(=O)NNC(=O)c3ccco3)c2)CC1,?,-4%,3,-27%,-5%,-3%,0%,2%,0%,-1%,1%
CCOc1ccc(S(=O)(=O)N(C)c2ccc(OCC(=O)N3CCOCC3)cc2)cc1,-17%,-2%,2,·,-12%,1%,-4%,-5%,2%,4%,-4%
COc1ccc(NS(=O)(=O)c2cnc[nH]2)cc1,-4%,0%,2,-6%,8%,3%,1%,4%,-5%,-3%,-3%
CC1(C)Cc2c(c(-c3ccco3)[nH]c(=O)c2C#N)CS1,-12%,-18%,0,13%,1%,12%,12%,-2%,-5%,35%[activator],7%
O=C1OCC2=C1C(c1ccc3c(c1)OCO3)Sc1ccccc1N2 (centres undefined),-3%,-4%,3,-5%,11%,-2%,-9%,-4%,18%,-1%,-9%
O=C(O)c1sccc1SCc1ccc(Cl)cc1Cl,22%,-10%,-34,1%,?,17%,8%,-1%,0%,22%,5%
CCC(C)NC(=O)C1CCC(CNS(=O)(=O)c2cccc3nsnc23)CC1 (centres undefined),2%,-11%,-12,8%,-7%,-1%,1%,2%,0%,-2%,?
CC1=NNC(=O)C1Cc1ccccc1C (centres undefined),-11%,-2%,-5,37%,-13%,?,-4%,-5%,1%,-4%,19%
O=C(NCC1CCCO1)c1ccc2c(c1)N(Cc1ccccc1)C(=O)CS2=O (centres undefined),?,0%,13,1%,-15%,2%,-5%,1%,5%,4%,4%
COc1cc(C2C(C(=O)c3ccco3)=C(O)C(=O)N2CC2CCCO2)ccc1O (centres undefined),-7%,-2%,-1,-2%,10%,-10%,-8%,-4%,1%,-3%,13%
O=C(NCCCCCCNC(=O)c1cccs1)c1cccs1,1%,-3%,-7,5%,2%,1%,-6%,-2%,-1%,-1%,-3%
Cc1ccc(S(=O)(=O)NCC(=O)NCc2cc(=O)n(C)c(=O)n2C)cc1C,7%,-3%,2,-5%,-17%,-1%,0%,-4%,-2%,-2%,0%
CCOC(=O)c1cnc(-n2nc(C)cc2C)nc1NCCc1ccccc1,?,-1%,-1,15%,-11%,?,-19%,-7%,3%,-5%,-19%
O=C(CCN1C(=O)c2ccccc2S1(=O)=O)N1CCN(c2ccc(F)cc2)CC1,-19%,-2%,5,5%,2%,-6%,-5%,3%,-3%,-3%,-5%
Cc1ccc(S(=O)(=O)NCCOc2nc(N(C)C)nc(N3CCOCC3)n2)cc1,-3%,-1%,0,0%,-7%,-11%,2%,11%,0%,-4%,7%
CCn1cnc2cc([N+](=O)[O-])ccc21,-3%,-7%,-4,1%,15%,7%,1%,-1%,2%,2%,?
Cn1c2ccccc2c(=O)c2cc(NCCCN3CCOCC3)ccc21,?,·,7,29%,14%,2%,·,0%,9%,·,34%
COCCSc1ccccc1C(=O)NCCCn1ccnc1,4%,-2%,13,-6%,14%,-3%,5%,0%,-26%,5%,-25%
CCCCSc1nc(C)c(CC(=O)OC)c(=O)[nH]1,3%,-5%,4,0%,6%,5%,4%,8%,0%,-3%,6%
Cc1ccc(C)c(-n2c(CNC(=O)c3ccco3)nnc2SCC(=O)Nc2nnc(C)s2)c1,?,1%,-6,5%,-13%,3%,-1%,-1%,0%,4%,-7%
Cc1c(Cl)cccc1NC(=S)N1CCCN(Cc2ccc(F)cc2)C1,1%,-1%,5,1%,4%,?,2%,-2%,-1%,-2%,0%
COC(CNC(=O)CCc1c(C)nc2c(c(C)nn2-c2ccc(C)cc2)c1C)OC,-27%,-1%,-2,5%,-1%,?,24%,8%,-5%,-6%,0%
O=C(NNC(=S)Nc1ccc(F)cc1)c1cccc([N+](=O)[O-])c1,-11%,-2%,7,4%,-2%,?,-2%,4%,2%,-3%,?
COc1cccc(CN(C(=O)CN2C(=O)c3ccccc3S2(=O)=O)C(C(=O)NCC2CCCO2)c2ccco2)c1 (centres undefined),-3%,-5%,22,11%,-6%,5%,-41%[inhibitor],1%,-19%,0%,26%
C=CCN(c1ccccc1)S(=O)(=O)c1cccc(C(=O)O)c1,4%,-6%,11,-4%,-2%,?,-2%,-4%,-2%,-2%,19%
Cn1c2c(c3cc([N+](=O)[O-])ccc31)CCCC2,2%,-6%,-5,15%,-13%,0%,0%,·,1%,-2%,5%
CC(C)(C)c1cc(C(=O)O)n[nH]1,25%,-2%,·,·,18%,-10%,-2%,2%,0%,0%,-16%

# Record cards, as listed above. Screens in order: ELG1 DNA repair, TSG101-PTAP inh, TSHR antagonist, AT treatment, Eya2 phos inh, Chronic BCR inh, Mito fusion yeast, TCR act, Tb PFK inh, S-ASM inh, Integrin act MD
# CCCCSc1nc(C)c(CC(=O)OC)c(=O)[nH]1 as listed: 3%, -5%, 4, 0%, 6%, 5%, 4%, 8%, 0%, -3%, 6%
# Cc1ccc(C)c(-n2c(CNC(=O)c3ccco3)nnc2SCC(=O)Nc2nnc(C)s2)c1 as listed: ?, 1%, -6, 5%, -13%, 3%, -1%, -1%, 0%, 4%, -7%
# CCn1cnc2cc([N+](=O)[O-])ccc21 as listed: -3%, -7%, -4, 1%, 15%, 7%, 1%, -1%, 2%, 2%, ?
# O=C(CCN1C(=O)c2ccccc2S1(=O)=O)N1CCN(c2ccc(F)cc2)CC1 as listed: -19%, -2%, 5, 5%, 2%, -6%, -5%, 3%, -3%, -3%, -5%
# COCCSc1ccccc1C(=O)NCCCn1ccnc1 as listed: 4%, -2%, 13, -6%, 14%, -3%, 5%, 0%, -26%, 5%, -25%

# More compounds
SMILES,ELG1 DNA repair,TSG101-PTAP inh,TSHR antagonist,AT treatment,Eya2 phos inh,Chronic BCR inh,Mito fusion yeast,TCR act,Tb PFK inh,S-ASM inh,Integrin act MD
O=C(NCCc1ccccc1)C(NS(=O)(=O)c1cccc2nsnc12)c1ccccc1 (centres undefined),-5%,-2%,1,0%,4%,2%,-2%,4%,-1%,·,3%
O=C1NC(=Nc2ccc(Cl)cc2)SC1Cc1cccc(Cl)c1Cl (centres undefined),-6%,-1%,-8,2%,-3%,-3%,6%,1%[46.1 µM],0%,-3%,0%
Cc1c(C(=O)N2CCN(C)CC2)oc2ccc(Br)cc12,?,-8%,8,4%,3%,6%,-1%,0%,0%,-4%,-27%
CCN(CC)c1ccc(C(=O)OCC(=O)Nc2cc(C)on2)cc1,3%,-3%,-5,-1%,-10%,3%,-2%,8%,-5%,-7%,?
Cn1cc(Br)c(C(=O)NC2CCCCC2)n1,3%,-1%,6,2%,20%,2%,-7%,0%,9%,3%,1%
CC1(C)OC(=O)C=C[C@]2(C)[C@H]3CC[C@@]4(C)[C@H](c5ccoc5)OC(=O)[C@H]5O[C@]54[C@]3(C)C(=O)C[C@@H]12,?,-15%,2,-6%,-8%,-3%,-1%,-5%,2%,4%,-34%

# Bioassay records as filed in PubChem.
